Source: PubChem BioAssay (NCI)
All columns: NCI-60 one-dose screen, growth in % after 48 h at 10 µM unless noted; 100 = growth as untreated, 0 = no growth, -100 = all killed.
COLO 205: COLO 205 colon cancer. 79,000 tested, 7.3% active. AID 1794742
HCT-116: HCT-116 colon cancer. 82,000 tested, 7.3% active. AID 1794798
NCI/ADR-RES: NCI/ADR-RES ovarian cells; 81,000 tested, 4.4% active; AID 1794790
NCI-H322M: NCI-H322M lung cancer; 80,000 tested, 2.7% active; AID 1794733
NCI-H460: NCI-H460 lung cancer. 82,000 tested, 6.8% active
NCI-H522: NCI-H522 lung cancer; 78,000 tested, 8% active; AID 1794739
NCI-H23: NCI-H23 lung cancer | 80,000 tested, 4% active | AID 1794731
NCI-H226: NCI-H226 lung cancer; 79,000 tested, 3.5% active
HCT-15: HCT-15 colon cancer. 82,000 tested, 5.2% active. AID 1794746
Starred values were filed as active, the others as inactive; · = not tested or not shown; & = joins results of further samples. The calls were made as follows: active = growth percent below 10; inactive = the rest.

SMILES	COLO 205	HCT-116	NCI/ADR-RES	NCI-H322M	NCI-H460	NCI-H522	NCI-H23	NCI-H226	HCT-15
COc1ccc(/C=C(/C(=O)c2ccc(OC)cc2)S(=O)(=O)c2ccc(C)cc2)cc1	111	98	103	99	103	102	109	90	108
COc1cccc(-n2nc(C(=O)NCc3ccccc3C)nc2-c2cc(OC)c(OC)c(OC)c2)c1	84	85	63	88	96	61	84	88	74
COC(=O)C1(CC(=O)C=C(C)C)NC(=S)NC(=O)C1C#N (stereo not given)	125	112	105	106	121	113	104	98	102
OC(CCl)COc1ccc(Cl)cc1 (stereo not given)	135	102	111	103	103	·	114	102	99
COc1cc(NC(=O)CSc2nnc(-c3ccc4nc(-c5ccc(Cl)cc5)[nH]c4c3)o2)cc(OC)c1OC	82	37	100	91	67	45	40	39	43
CSc1nc(-c2ccco2)c(C#N)c(=O)n1C	97	100	51	90	105	100	66	101	98
C#CCOc1ccccc1C(Nc1ccccc1F)c1nnnn1C1CCCCC1 (stereo not given)	116	75	88	96	103	75	99	95	95
O=C(O)c1ccccc1-c1c2ccc(=O)c(I)c-2oc2c(I)c(O)ccc12	106	93	109	104	108	103	105	99	99
O=C(O)c1ccccc1N/C=C/C(=O)c1cc2ccccc2oc1=O	96	99	103	97	94	90	100	80	97
CN1C(=O)/C(=C/c2ccc(C(=O)Nc3nccs3)cc2)SC1=S	104	98	102	96	109	90	96	105	101
FC(F)(F)Sc1ccc(/C=C/c2cc(/C=C/c3ccc(SC(F)(F)F)cc3)n(-c3ccccc3)n2)cc1	93	94	98	94	100	89	103	90	100
O=C1c2ccccc2C2=Cc3ccccc3C(O)N12 (stereo not given)	99	92	106	88	110	73	105	103	103
CCOC(=O)c1nc2cc(C#N)ccn2c1C(C)=O	100	102	100	98	108	82	102	·	102
Cc1nn(C)c2ncnc(Nc3ccccc3Cl)c12	113	112	108	99	106	96	100	103	96
Cn1c(=O)c2[nH]c(CCC3CCCCC3)nc2n(C)c1=O	102	86	96	97	97	70	92	80	100
COc1ccc(CC[n+]2cccc(C#N)c2)cc1OC	108	108	118	112	109	109	107	96	104
COc1ccc(-c2nnc3n(-c4ccccc4)c(=O)c4cnn(-c5ccccc5)c4n23)cc1	97	85	91	103	104	72	97	93	100
Cc1nnc(-c2ccc3c(c2)nc(-c2cccs2)n3C2CCCCC2)o1	99	92	91	95	108	83	97	103	89
Cc1cc(N)nc2ccccc12	109	95	101	104	110	93	93	104	101
CS(=O)(=O)Nc1cncc(-c2ccc3ncnc(NCc4ccccc4)c3c2)c1	42	19	89	47	83	39	22	39	64
CC(=O)Nc1ccc(S(=O)(=O)NC(CCC(=O)Nc2ccccc2)C(=O)O)cc1 (stereo not given)	99	98	109	96	104	102	101	98	98
O=C1CC2C=CCN2C=C1NC(=O)c1ccccc1 (stereo not given)	102	94	103	100	111	104	101	102	100
O=S(=O)(Oc1ccc(-c2cn3ccoc3n2)cc1)c1cccc(C(F)(F)F)c1	115	102	106	102	104	90	98	93	96
CC(C)CCC[C@@H](C)[C@H]1CC[C@H]2[C@@H]3CC[C@@]45O[C@@H]4C(=O)CC[C@]5(C)[C@H]3CC[C@]12C	103	107	96	103	109	101	97	108	105
CC1(C)OC(=O)C(=Cc2ccccc2Br)C(=O)O1	109	79	106	101	102	89	101	97	89
CC1=CC(=O)/C(=C/N2C(=O)/C(=C\c3cccc(O)c3)SC2=S)C(=O)O1	115	99	99	93	104	84	94	90	108
CC(=O)NNC(=S)/N=C/C(C(=O)Nc1ccccc1)=C(/C)O	109	96	103	99	98	84	101	87	103
CNC(=O)c1cc(Oc2ccc3c(c2)sc2nc(-c4ccc(Br)cc4)cn23)ccn1	87	45	40	95	77	66	47	65	50
NS(=O)(=O)c1ccc(C(=O)N/N=C(/CS(=O)(=O)c2ccccc2)c2cc3ccccc3oc2=O)cc1	·	103	102	92	100	93	103	·	98
Cc1nnc(/N=C2\NC(=O)/C(=C/C=C/c3ccccc3)S2)s1	·	37	45	73	24	1.5*	55	78	37

Reprinted at random: 2 compounds from above, in no set order.
SMILES	COLO 205	HCT-116	NCI/ADR-RES	NCI-H322M	NCI-H460	NCI-H522	NCI-H23	NCI-H226	HCT-15
CC(=O)NNC(=S)/N=C/C(C(=O)Nc1ccccc1)=C(/C)O	109	96	103	99	98	84	101	87	103
O=C1CC2C=CCN2C=C1NC(=O)c1ccccc1 (stereo not given)	102	94	103	100	111	104	101	102	100

More records follow:
SMILES	COLO 205	HCT-116	NCI/ADR-RES	NCI-H322M	NCI-H460	NCI-H522	NCI-H23	NCI-H226	HCT-15
O=C(O)c1nnn(-c2ccc(Cl)cc2)c1-c1ccco1	114	95	108	103	103	86	98	100	109
CCOC(=O)Cc1ccccn1	121	98	96	71	104	89	94	94	106
Cc1cccc2c1S/C(=C/c1ccc([N+](=O)[O-])cc1)C2=O	114	17	110	96	106	93	91	87	100
CCOC(=O)c1cc2c(n1Cc1ccc(OC)cc1)-c1nc(NC(C)=O)sc1CCC2	76	71	79	97	89	62	68	75	75
O=c1ccccn1O	103	107	109	108	119	85	106	116	110
Fc1ccc(-c2nc3ncccn3c2-c2nc3ccccc3[nH]2)cc1	105	94	93	98	117	83	92	101	98
CCOC(=O)c1c(C)nc2c(c1N)/C(=C/c1ccc(OC)c(O)c1)C(=O)N2c1cc(OC)c(OC)c(OC)c1	102	61	45	84	50	22	74	101	36
CCC/C(=N/NC(N)=O)C(OC)OC	114	115	108	108	114	93	105	105	108
CC(C)(C)n1cc(-c2ccnc(NCCCNS(=O)(=O)c3cccc4ccccc34)c2)c(-c2cccc(O)c2)n1	-79*	29	37	43	2.1*	16	42	41	-20*
Cc1csc(C)n1	104	104	114	111	107	99	102	84	99
CC1(C)CC[C@]2(C(=O)Nc3ccccn3)CC[C@]3(C)C(=CC[C@@H]4[C@@]5(C)C/C(=C/c6cccnc6)C(=O)C(C)(C)[C@@H]5CC[C@]43C)[C@H]2C1	4.8*	11	42	79	11	31	36	48	19
O=C(COc1ccc(/C=C2\C(=O)Nc3ccc(F)cc32)cc1)Nc1ccccc1	113	69	101	99	96	94	95	97	99
NC(=O)c1cc[n+](CC2=C(C(=O)[O-])N3C(=O)[C@@H](NC(=O)Cc4cccs4)[C@H]3SC2)cc1	·	113	94	124	101	·	85	98	105
COc1cc(OC)cc(C(=O)Nc2cccc(-c3cn(-c4ccc(S(N)(=O)=O)cc4)nn3)c2)c1	109	94	94	90	83	69	80	57	92
CC1(c2ccc(Cl)cc2)NC(=O)NC1=O (stereo not given)	102	101	110	104	104	100	103	103	102
O=C(N/N=C/c1ccc(Cl)cc1)c1cccnc1	127	98	102	98	111	93	95	92	89
Nc1nc(NCc2ccccc2)c2c(n1)[nH]c1cc(Cl)c(O)cc12	104	56	84	84	95	42	79	78	81
O=CCCCOCc1ccccc1	109	105	97	110	107	89	96	97	99
CCOc1cccc(Cc2c[nH]c(=O)[nH]c2=O)c1	112	110	114	111	107	108	106	·	97
COc1ccc(CSc2nc3ccc(Cl)cc3c(=O)n2-c2ccccc2OC)cc1	107	100	105	98	97	·	95	97	102
CC1(C)OC(=O)C(=Cc2cccc(Br)c2)C(=O)O1	104	102	107	113	105	78	103	96	108
c1ccc2c(c1)[nH]c1c2cc[n+]2cc3c(cc12)CCCC3	36	15	98	30	15	·	41	36	97
O=C(NNc1nc2cc(F)ccc2n2c(CO)ccc12)c1cnccn1	8.7*	18	3.0*	23	2.2*	2.6*	23	16	23
O=C(c1ccccc1)C1C(=O)N2C(=S)N(c3ccccc3)C(=O)C2C1c1ccc(Cl)cc1 (stereo not given)	112	97	96	95	87	94	88	75	105
Clc1ccc(-c2nnc(-c3ccc4ccccc4c3)o2)cc1	126	110	102	109	114	103	97	99	90
CC1OC1c1ccc(-c2ccc(C3OC3C)cc2)cc1 (stereo not given)	112	98	113	·	114	·	97	102	108
CCc1c(N)nc(N)nc1Nc1ccc(C)c(C)c1	116&108	95&94	97&96	91&104	99&98	82&95	93&104	93&88	102&104
COC(=O)c1nn(C)c(=O)[nH]c1=O	113	106	109	98	109	100	103	100	101
Cc1ccc2c(c1)C(N1CCCC1=O)CCN2Cc1ccccc1Cl (stereo not given)	108	78	86	82	95	70	91	93	95
CC1(C)CC(=O)C2=C(C1)OC(N)=C(C#N)C2c1cc2ccccc2n2nnnc12 (stereo not given)	97	101	114	103	108	89	103	96	107
CN1CC(c2ccc([N+](=O)[O-])cc2)C(C(=O)c2cccc(O)c2)C12C(=O)c1ccccc1C2=O (stereo not given)	109	99	96	108	103	95	92	95	98
S=c1[nH]cc2cnccn12	139	99	115	99	105	100	109	120	114
CCCC(=O)N1CCOCC1	109	100	104	107	103	106	98	96	91
COc1ccccc1-c1cnc2c(Oc3ccc4c(C)cc(=O)oc4c3)nc(-c3ccc(Cl)cc3)cn12	108	115	101	127	105	109	101	120	118
COc1ccc(-c2nc(SCC(C)C)nc(N/N=C(/C)c3ccc(O)cc3)c2C#N)cc1	109	94	90	82	99	52	94	94	93
CCSc1nc(N)c2c(-c3ccc(Cl)cc3)c3c(nc2n1)C(C)CCC3 (stereo not given)	97	72	87	96	93	78	85	113	81
Cc1cccc(CO)c1	105	104	106	102	105	105	94	99	105
N#Cc1ccc(-c2nn(-c3ccc(C(=O)O)cc3)cc2CNc2cc(Cl)cc(Cl)c2)cc1	109	12	17	58	32	73	19	47	26
O=C(NNC(=S)NC1CCCCC1)c1ccncc1	112	109	110	109	99	109	97	91	101
CCC1=C(c2ccc(OC)cc2)CCC(C(=O)O)C1C (stereo not given)	97	109	110	105	105	70	117	93	94
COc1cc2cc(Oc3ccc(NC(=O)c4cccc(C(F)(F)F)c4)cc3)c(C)nc2cc1OCCN1CCOCC1	118	94	99	108	93	73	94	94	92
CS(=O)(=O)c1ccc(-c2nc3ccccc3n2CC(=O)NO)cc1	107	105	91	100	105	89	81	97	96
COc1cc(-c2cc(-c3ccc(Nc4ncnc5cc(Cl)ccc45)cc3)nc(N3CCN(C)CC3)n2)cc(OC)c1OC	91	64	85	104	100	86	108	50	64
CC/C=C\C/C=C\C/C=C\CCCCCCCCOc1cccc(CCOP(=O)(O)OCC[N+](C)(C)C)c1	104	99	97	98	102	96	93	101	97
O=c1oc2ccc3ccccc3c2cc1-c1nnc(-c2cc3ccccc3o2)c2nn(-c3ccccc3)cc12	114	72	82	84	86	37	84	78	72
O=S(=O)(Nc1ccc(I)cc1F)c1ccc(-c2cnc(C3CC3)o2)cc1	68	41	28	86	38	31	71	80	25
CCOC(=O)CC(=O)c1cccnc1	103	105	105	105	106	96	100	90	107
Cc1ccc(-n2cc(-c3ccccc3)c3c2N=C(SCC(=O)c2ccccc2)N2CCN=C32)cc1	108	76	100	94	94	92	89	69	94
Cn1cnc([N+](=O)[O-])c1/C=C1\Oc2ccc(Br)cc2C1=O	98	57	101	·	97	53	93	101	70
CCCCCCCCCCOC(=O)c1ccccn1	116	100	103	110	105	·	101	102	96
COc1ccc(/C=C/c2nc(Nc3cccc(NC(=O)Nc4ccc(Cl)cc4)c3)c3ccccc3n2)cc1	104	106	99	91	100	87	95	83	98
O=C(Nc1ccc(NC(=O)c2ccc([N+](=O)[O-])cc2)cc1)c1ccc([N+](=O)[O-])cc1	100	102	109	108	106	89	100	107	103
COc1ccc(-n2ncc3c2CCc2cc(S(=O)(=O)c4ccccc4)c(=O)n(Cc4ccccc4)c2-3)cc1	99	78	80	·	90	76	·	81	76
CC(=O)OCC(CCn1ccc(=O)[nH]c1=O)COC(C)=O	106	96	91	107	101	89	94	85	87
O=C1c2cc(Br)ccc2-n2c1nc1cc(Br)ccc1c2=O	86	82	84	89	85	69	59	78	65
CCCCn1cc(/C=C/C(=O)c2cc3ccccc3oc2=O)c2ccccc21	146	81	83	87	103	90	79	69	90
Clc1ccccc1CSc1cnnc2ccccc12	105	93	83	91	105	93	89	80	85
CN(C)CCOC(c1ccccc1)(c1ccc2ccccc2n1)c1cccs1 (stereo not given)	66	54	76	82	65	87	68	67	63
N#CC(c1ccc(N)cc1)c1ccc(F)cc1 (stereo not given)	·	100	96	97	110	96	103	95	98
CCCC1OC(C)CC(C)(C)O1 (stereo not given)	119	96	107	125	110	·	105	95	104

Single entries from above.
HCT-15, COc1ccc(-n2ncc3c2CCc2cc(S(=O)(=O)c4ccccc4)c(=O)n(Cc4ccccc4)c2-3)cc1 → 76
NCI-H460, CCCC1OC(C)CC(C)(C)O1 (stereo not given) → 110
HCT-15, N#CC(c1ccc(N)cc1)c1ccc(F)cc1 (stereo not given) → 98
NCI-H460, Cn1cnc([N+](=O)[O-])c1/C=C1\Oc2ccc(Br)cc2C1=O → 97

In the list so far, these contain bromine:
SMILES	COLO 205	HCT-116	NCI/ADR-RES	NCI-H322M	NCI-H460	NCI-H522	NCI-H23	NCI-H226	HCT-15
CC1(C)OC(=O)C(=Cc2ccccc2Br)C(=O)O1	109	79	106	101	102	89	101	97	89
CNC(=O)c1cc(Oc2ccc3c(c2)sc2nc(-c4ccc(Br)cc4)cn23)ccn1	87	45	40	95	77	66	47	65	50
CC1(C)OC(=O)C(=Cc2cccc(Br)c2)C(=O)O1	104	102	107	113	105	78	103	96	108
Cn1cnc([N+](=O)[O-])c1/C=C1\Oc2ccc(Br)cc2C1=O	98	57	101	·	97	53	93	101	70
O=C1c2cc(Br)ccc2-n2c1nc1cc(Br)ccc1c2=O	86	82	84	89	85	69	59	78	65
